# Assay outcomes as filed in PubChem.
# TNF necrop inh = TNF-alpha cell death inhibition in Jurkat FADD-/- cells; Jurkat FADD-/- TNF necroptosis rescue, ATP luminescence, 24 h; 0 = TNF only, 100 = no-TNF cells; activation (protection from cell death), % at 10 µM; 220,000 tested, 0.068% active;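 active = activation, meaning protection from cell death, of at least 50% relative to plate controls; inactive = activation below 50%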;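 note: necroptosis triggered by 40 ng/mL TNF-alpha added together with compound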
# CHOP inh = CHOP inhibition in unfolded protein response; inhibition, % at 10 µM; AID 2732; 220,000 tested, 3.8% active; CHO-K1 CHOP-promoter luciferase, tunicamycin-induced, 15-18 h;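 active = compounds that reduced the stress-induced luciferase reporter signal by more than about 70% of percent inhibition, limit read from the data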;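 note: 0% = tunicamycin plus vehicle and 100% = wells without tunicamycin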
# L929 necroptosis = blocks zVAD induced death of L929 cells. L929 zVAD necroptosis rescue, ATP luminescence, 24 h; with zVAD 60 µM. viability rescue, % at 10 µM. 220,000 tested, 0.38% active;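 active = activation, scaled between plate controls, above about 75%, limit read from the data; inactive = activation under that limit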;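 note: 0% = zVAD with DMSO and 100% = DMSO alone without zVAD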
# PPC-1+TRAIL kill = PPC-1 cancer cell killing with TRAIL present | PPC-1 cells + TRAIL, ATPLite viability luminescence | cell killing (% activity), % at 4 µM | 220,000 tested, 0.41% active;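 active = cell killing above 50% in the first pass at 4 µM, then a duplicate retest at 5 µM averaging 50% or more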;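 note: plate controls were cells with TRAIL plus DMSO for no effect and medium-only wells lacking cells for full effect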
# Wee1 stabilizer = inhibitors of human Wee1 degradation; P30291; HeLa Luc-Wee1K328M stability, luciferase luminescence; 100% = proteasome inhibitor MG132 effect; reporter increase, % at 5 µM; 220,000 tested, 1.2% active;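 active = activation above the mean of all tested compounds plus 3 SD, set per screening run, cut at about 8.8% in these data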;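 note: cells exposed to compound for 20 h before luminescence read; 0% = DMSO alone and 100% = MG132 at 30 µM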
# Target sequence (P30291 whole entry K328M): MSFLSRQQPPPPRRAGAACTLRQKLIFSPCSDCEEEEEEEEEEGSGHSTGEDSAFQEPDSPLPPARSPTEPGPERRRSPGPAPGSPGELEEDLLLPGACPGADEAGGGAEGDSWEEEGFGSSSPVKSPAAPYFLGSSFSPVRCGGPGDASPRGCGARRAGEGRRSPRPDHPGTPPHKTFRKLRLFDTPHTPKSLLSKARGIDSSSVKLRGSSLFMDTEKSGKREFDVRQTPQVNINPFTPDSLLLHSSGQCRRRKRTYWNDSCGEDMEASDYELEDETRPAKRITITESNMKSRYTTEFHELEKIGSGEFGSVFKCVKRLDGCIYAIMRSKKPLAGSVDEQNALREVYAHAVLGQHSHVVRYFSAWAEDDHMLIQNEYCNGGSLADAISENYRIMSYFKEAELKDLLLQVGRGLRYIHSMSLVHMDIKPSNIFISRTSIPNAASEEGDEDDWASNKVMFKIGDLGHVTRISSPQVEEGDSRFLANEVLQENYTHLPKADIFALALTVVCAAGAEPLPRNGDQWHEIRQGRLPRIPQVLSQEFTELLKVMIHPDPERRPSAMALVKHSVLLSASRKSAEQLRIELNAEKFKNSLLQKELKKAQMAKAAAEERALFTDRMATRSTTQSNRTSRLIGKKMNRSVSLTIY
# FXIIa inh = blocks human coagulation factor XIIa protease activity. inhibition, % at 5 µM. purified FXIIa, Boc-QGR-AMC fluorogenic substrate, 2 h. 220,000 tested, 0.3% active; in the data active = inhibition above about 40%;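 note: 0% = enzyme with no compound and 100% = blank without enzyme; many of its hits are not listed in these tables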
# FXIa inh = inhibitors of human coagulation factor XIa. P03951. purified FXIa, Boc-Glu-Ala-Arg-AMC fluorogenic substrate. inhibition, % at 5 µM. 220,000 tested, 0.14% active. AID 798;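 active = inhibition of at least 40%; inactive = inhibition below 40%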;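 note: fluorescence of freed AMC excited at 355 nm; 0% = enzyme without compound and 100% = no enzyme blank; many of its hits are not listed in these tables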
# Tb hexokinase = T. brucei hexokinase 1 inhibition; 220,000 tested, 0.11% active; inhibition, % at 10 µM; recombinant TbHK1, G6PDH-coupled NADH A340;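 active = inhibition of 50% or more in the single-dose primary screen; inactive = inhibition below 50%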
# EP2 antag = blocks the human prostaglandin E2 receptor EP2 | C6 glioma cells expressing human EP2, cAMP TR-FRET; cells stimulated with saturating PGE2 | inhibition, % at 25 µM | 260,000 tested, 0.52% active;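 active = percent inhibition above 40 after rounding to a whole number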;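 note: rat C6 glioma host cells with rolipram phosphodiesterase inhibitor present; the protocol text gives 20 µM as final concentration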
# Target sequence (P43116 whole entry, looked up): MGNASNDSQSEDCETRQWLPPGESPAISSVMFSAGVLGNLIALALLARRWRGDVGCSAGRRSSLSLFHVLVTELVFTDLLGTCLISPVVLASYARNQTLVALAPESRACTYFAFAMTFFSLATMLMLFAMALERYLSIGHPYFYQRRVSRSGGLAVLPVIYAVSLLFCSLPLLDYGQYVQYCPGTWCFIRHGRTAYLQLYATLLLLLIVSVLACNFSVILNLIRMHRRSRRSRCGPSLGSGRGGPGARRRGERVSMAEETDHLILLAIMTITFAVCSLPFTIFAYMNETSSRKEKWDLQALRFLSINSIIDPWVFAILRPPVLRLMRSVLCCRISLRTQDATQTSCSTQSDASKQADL
# Active calls of the source: *; nt = not tested or not shown.
SMILES,TNF necrop inh,CHOP inh,L929 necroptosis,PPC-1+TRAIL kill,Wee1 stabilizer,FXIIa inh,FXIa inh,Tb hexokinase,EP2 antag
COC(=O)Cc1cc(=O)n(-c2nc3ccccc3[nH]2)[nH]1,-0.8,17.4,2.0,2.0,1.6,0.8,5.6,0.6,7.1
CCC(NC(=O)c1ccccc1NC(=O)c1ccccc1)C(=O)NNC(=O)CSc1nc2ccccc2o1 (stereo unspecified),1.1,54.4,0.4,16.0,5.2,3.3,-0.8,19.4,5.0
C=CCOc1cccc(CNc2ccc3[nH]c(=O)[nH]c3c2)c1,-0.8,12.1,1.0,18.9,-3.0,10.2,2.2,-3.3,2.4
Nc1ccc(C(=O)N/N=C/c2ccccc2)cc1,-4.9,-23.3,-0.3,19.2,4.5,17.4,-7.1,-22.7,6.7
O=C(Cn1c2ccc(F)cc2c2nc3n(c(=O)c21)CCS3)Nc1ccc(Cl)cc1F,2.8,96.4*,1.8,13.8,6.7,2.2,0.4,-9.3,5.1
COC(=O)C(CCSC)NC(=O)C12CC3CC(CC(C3)C1)C2 (stereo unspecified),-2.1,30.9,0.5,12.7,-1.0,12.4,2.0,-2.5,6.7
CCOC(=O)c1nc(Nc2ccc(C)cc2)c2ccccc2n1,-3.5,32.9,-0.2,2.4,-0.9,3.1,-6.3,-25.5,21.6
O=C(NCC1(c2ccccc2)CCOCC1)c1cccs1,-0.6,0.1,1.9,-6.4,-1.1,-0.1,-2.5,0.7,11.8
CCCCN(C)C(=O)CCC(=O)Nc1ccc2nc(N3CCOCC3)cc(C)c2c1,0.3,-6.2,5.6,12.1,3.2,0.8,-8.1,-23.6,2.8
Cc1ccc(NC(=O)CNc2ccc(OC(C)C)cc2)c(C)c1,-3.7,12.3,-0.4,5.0,0.8,3.1,-1.1,-4.2,9.3
CC(C)NC(=O)C1CCN(C2CCN(C(=O)c3cc4c(s3)CCCCC4)CC2)CC1,0.3,37.4,-0.8,15.8,-0.3,3.6,-5.0,-0.6,6.5
Cc1ccc(N(CC(=O)Nc2ccc(S(=O)(=O)N3CCOCC3)cc2)S(C)(=O)=O)cc1C,0.8,-14.2,0.3,6.1,-1.6,17.0,5.9,4.1,6.5
C=CCn1c(-c2oc3nc(-c4ccccc4)cc(-c4ccccc4)c3c2N)n[nH]c1=S,1.1,-13.9,0.1,16.6,-3.0,6.6,9.2,-16.3,3.6
CCCC(=O)NC(=S)Nc1cccc(Cl)c1N1CCCCC1,-6.1,41.0,-0.4,2.4,0.5,10.8,5.4,2.6,4.4
Cc1cc(=O)oc2cc(Oc3ccc(C(N)=O)cc3[N+](=O)[O-])ccc12,1.3,13.5,-0.4,-6.1,2.9,1.5,0.0,-15.4,14.2
NS(=O)(=O)c1ccc(N=Nc2ccc(=O)[nH]c2O)cc1,-1.9,12.2,1.3,11.0,-1.3,8.7,-3.4,-7.6,16.0
COc1cc(NS(=O)(=O)c2ccc(Br)s2)cc(OC)c1,0.8,24.6,0.0,-0.3,-1.6,-9.0,-17.7,4.6,0.4
O=C(COc1cccc(OC(F)F)c1)Nc1ccc(SC(F)F)cc1,0.7,93.9*,-0.5,-8.1,0.7,-0.4,-0.5,8.0,15.9
COc1cc(C(=O)Nc2cccc(-c3nc4ncccc4o3)c2C)cc(OC)c1OC,-2.8,37.5,0.9,12.4,-1.8,4.5,-4.3,2.5,17.8
CC(O)[C@H]1CNC(=O)C(=O)N1CCCCC1CCCCC1 (stereo partly specified),4.1,4.5,-0.4,4.9,nt,5.7,1.9,-9.7,11.9
Cc1ccc(S(=O)(=O)Nc2nc3ccccc3nc2NCC2CCCO2)c(C)c1 (stereo unspecified),1.0,19.8,0.6,8.9,1.9,-1.1,-3.4,-25.4,14.6
O=C(Nc1ccc(Cl)c(Cl)c1)Nc1nc(-c2ccccc2)cs1,1.9,61.7,2.2,12.4,-1.2,-10.5,-14.8,-9.7,4.0
COc1ccc2c(c1)c(C(=O)CN1CCN(c3ccccc3)CC1)c(C)n2C,-0.5,-31.3,1.8,1.1,3.0,-0.2,1.6,-10.0,-0.5
COc1ccc(C(C)=O)cc1CSc1nnc(Nc2ccc(C)cc2C)s1,0.5,22.0,2.0,15.2,-3.3,9.0,-0.4,-2.7,12.8
CCOC(=O)N1CCN(CC(=O)Nc2c(C(=O)OC)[nH]c3cccc(Cl)c23)CC1,-1.8,43.5,6.6,0.4,-0.8,5.6,-2.0,-2.4,3.4

# Exported field by field: part of the list above.
smiles: C=CCn1c(-c2oc3nc(-c4ccccc4)cc(-c4ccccc4)c3c2N)n[nH]c1=S
  TNF necrop inh: 1.1
  CHOP inh: -13.9
  L929 necroptosis: 0.1
  PPC-1+TRAIL kill: 16.6
  Wee1 stabilizer: -3.0
  FXIIa inh: 6.6
  FXIa inh: 9.2
  Tb hexokinase: -16.3
  EP2 antag: 3.6

smiles: CCCC(=O)NC(=S)Nc1cccc(Cl)c1N1CCCCC1
  TNF necrop inh: -6.1
  CHOP inh: 41.0
  L929 necroptosis: -0.4
  PPC-1+TRAIL kill: 2.4
  Wee1 stabilizer: 0.5
  FXIIa inh: 10.8
  FXIa inh: 5.4
  Tb hexokinase: 2.6
  EP2 antag: 4.4

smiles: Cc1cc(=O)oc2cc(Oc3ccc(C(N)=O)cc3[N+](=O)[O-])ccc12
  TNF necrop inh: 1.3
  CHOP inh: 13.5
  L929 necroptosis: -0.4
  PPC-1+TRAIL kill: -6.1
  Wee1 stabilizer: 2.9
  FXIIa inh: 1.5
  FXIa inh: 0.0
  Tb hexokinase: -15.4
  EP2 antag: 14.2

smiles: NS(=O)(=O)c1ccc(N=Nc2ccc(=O)[nH]c2O)cc1
  TNF necrop inh: -1.9
  CHOP inh: 12.2
  L929 necroptosis: 1.3
  PPC-1+TRAIL kill: 11.0
  Wee1 stabilizer: -1.3
  FXIIa inh: 8.7
  FXIa inh: -3.4
  Tb hexokinase: -7.6
  EP2 antag: 16.0

# (list continues)
SMILES,TNF necrop inh,CHOP inh,L929 necroptosis,PPC-1+TRAIL kill,Wee1 stabilizer,FXIIa inh,FXIa inh,Tb hexokinase,EP2 antag
Cc1ccc(S(=O)(=O)N2CCN(C(=O)CC3CCCC3)CC2)cc1,0.4,19.5,0.1,8.6,4.5,6.2,-4.8,-8.0,8.8
O=C1C2C3C=CC(C3)C2C(=O)N1Nc1ccccc1 (stereo unspecified),6.7,6.3,2.4,-3.3,-1.6,3.6,1.4,2.8,9.9
COc1cccc(/C=N/NC(=O)c2ccc(=O)[nH]n2)c1O,-2.7,38.2,0.6,-14.7,-1.7,4.7,11.4,-14.4,6.9
CCOC(=O)c1c(C)n(O)c2ccc(Cl)cc2c1=O,2.0,-5.1,1.8,-2.2,2.8,13.1,8.0,-8.8,22.1
COc1ccccc1OCCn1cc(/C=C(\C#N)C(=O)NCc2cccs2)c2ccccc21,3.9,45.3,2.1,-7.3,1.9,9.8,0.7,19.5,10.7
COc1ccc(Cl)cc1-c1nc(SCC(=O)NC(C)C)n[nH]1,0.8,19.4,4.1,26.0,2.2,7.7,0.4,1.9,8.4
COc1ccc2c(c1[N+](=O)[O-])CCC/C2=N/OC(=O)c1cccc2ccccc12,-0.5,53.8,0.9,9.3,0.8,-10.3,-7.7,-0.5,11.5
Nc1nonc1C(=O)NC(c1ccccc1)c1ccccc1,-1.7,15.7,-0.5,21.1,0.2,13.2,1.5,5.2,7.9
COc1ccccc1-c1cn(C(C)(C)C)nc1C,0.6,8.6,2.6,2.5,0.3,0.9,-4.3,-0.1,3.5
Cc1nn(C)c(=O)n1N(C)c1ncc(C(F)(F)F)cc1Cl,-0.9,2.9,0.3,16.2,4.8,10.6,-0.3,5.3,4.2
CCN(Cc1ccccc1)C(c1cccc(C#N)c1)c1nnnn1C(C)(C)C (stereo unspecified),0.0,41.3,-0.6,11.9,1.5,4.3,0.7,-0.9,1.9
Cc1ccc(-c2nn(C)c(=O)c3ccccc23)cc1CNC(=O)Cn1nc(-c2ccccc2)c2ccccc2c1=O,0.0,97.2*,-0.1,33.0,-0.3,6.6,3.5,-5.9,nt
Cc1cc(C)c(C#N)c(SCC(=O)CC(=O)OC(C)C)n1,3.1,-17.8,1.9,9.0,-2.5,8.1,4.0,-5.3,13.4
COc1ccc2nc(NC(=O)C3CCN(S(=O)(=O)c4cccc5nsnc45)CC3)sc2c1,-5.5,49.0,77.2*,1.4,3.9,5.7,-6.7,12.3,14.4
COc1cc(NC(=O)c2ccc3snnc3c2)cc(OC)c1,6.3,7.8,0.9,22.3,-0.5,6.5,2.1,-3.3,6.5
COc1cc(CNCCSc2nnnn2C)cc(Br)c1OCc1ccccc1F,-0.4,16.2,-1.0,-1.5,-0.1,-1.0,-0.3,3.9,12.7
CCOc1cccc(-c2cc(-c3n[nH]c(=S)n3CC)c3ccccc3n2)c1,3.2,87.1*,0.1,0.3,0.0,12.6,3.6,-6.9,7.4
O=C(O)[C@H]1CCCC[C@H]1C(=O)NCCc1ccccc1,0.5,-14.9,0.9,8.4,1.8,18.3,-0.4,-6.4,13.3
COc1ccc(C)cc1N(CC(N)=O)S(=O)(=O)c1ccc(C)cc1,-0.6,17.5,1.6,-4.9,4.7,12.0,5.8,-2.6,7.4
Clc1ccc(N2CCN(c3nc4nonc4nc3N3CCSCC3)CC2)nc1,1.0,11.1,-0.2,16.1,-0.5,4.7,0.1,-12.5,2.1
O=C(c1ccccc1)c1ccccc1C(=O)N1CCCC1,-1.2,-0.3,-0.1,-8.6,0.2,5.7,3.0,1.2,11.5
CCN1CCN(CC(=O)n2c3c(c4ccccc42)CC(C)CC3)CC1 (stereo unspecified),5.2,24.5,0.0,22.3,-1.0,12.4,0.7,7.4,14.8
CC(C)OC(=O)CSc1ncnc2c1cnn2-c1ccccc1,-0.4,53.8,-0.1,1.6,3.5,18.2,7.2,5.4,7.5
CCCCC1(CC)C(=O)NC(=O)NC1=Nc1ccc(OC)cc1 (stereo unspecified),2.2,-2.8,0.4,17.5,-0.5,12.9,-2.2,21.7,3.1
CCC(C(=O)NC(C)(C)C)N(Cc1ccco1)C(=O)Cn1nnc(-c2ccc(F)cc2)n1 (stereo unspecified),2.2,6.5,-1.0,9.3,-2.8,9.7,4.7,-1.6,7.1

# Next section:
SMILES,TNF necrop inh,CHOP inh,L929 necroptosis,PPC-1+TRAIL kill,Wee1 stabilizer,FXIIa inh,FXIa inh,Tb hexokinase,EP2 antag
O=C(O)/C=C/c1ccc(-n2ccnc2)cc1,0.2,-8.9,1.4,4.4,-1.1,9.4,5.0,10.2,5.8
CNC(=O)NCCN1CCCC1=O,-1.4,12.9,-0.2,28.4,2.0,14.9,3.6,8.5,20.8
CCCNC(=O)C12CCC(C)(c3nc4cc(C)c(C)cc4nc31)C2(C)C (stereo unspecified),1.4,4.4,2.9,1.7,-2.1,-6.9,-3.5,-13.9,3.8
CC(C)C(=O)NC(=S)Nc1nnn(C)n1,1.1,9.9,0.4,13.1,1.9,8.8,6.8,18.2,5.4
O=C(N/N=C/c1ccc(N2CCOCC2)cc1)c1ccccc1NS(=O)(=O)c1cccs1,0.9,26.2,4.0,18.6,2.7,nt,-3.3,-39.1,12.5
COc1ccc2c(c1)[N+](C)(C)C(C)(C)C=C2C,-1.0,1.6,1.6,11.3,-0.1,7.3,-0.7,-2.0,9.6
COc1cccc(C(=O)NNC(=O)Cc2ccc([N+](=O)[O-])cc2)c1,-1.6,-3.2,0.4,10.6,0.0,-7.9,-11.1,-4.3,5.5
CCOC(=O)c1cnn(CCOC(=O)c2ccccc2)c1NC(=O)c1ccccc1,1.3,-1.3,0.1,-15.5,1.0,8.8,17.6,1.1,12.6
c1ccc(C[n+]2cccc(-c3ccccc3)c2)cc1,-0.8,-5.4,0.2,17.7,1.4,8.4,-1.3,1.2,7.3
CC(C)(C)C1CCC(C(=O)Nc2ccccc2)CC1 (stereo unspecified),1.8,27.9,-0.1,12.1,-0.7,2.7,-12.6,0.1,5.0

# Not all compounds are listed (hit frequency here may not be typical).
